Compound activity deposited in PubChem by National Center for Advancing Translational Sciences (NCATS).
D2 potentiator: HTS Assay for Positive Allosteric Modulators of the Human D2 Dopamine Receptor: Primary Screen for Potentiators; HEK293 T-REx D2, calcium flux, EC20 dopamine potentiation; potentiation, % at 10 µM; 0.34% of 340,000 active;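 active = potentiation over 3 SD above the plate norm, cut at about 30% in these data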; note: 0% is about no effect
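Cells plated with tetracycline inducer and held overnight at 30 C; calcium dye loaded 30–90 min at room temperature; baseline taken, compound added and read 180 s; EC20 dopamine then added and read 180 s.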
TRHR enhancer: qHTS for Small Molecule Agonists and Allosteric Enhancers of Human TRH Receptor: Primary Screen for Enhancers | Thyrotropin-releasing hormone receptor (Homo sapiens), P34981 | TRHR cells, fluo-8 calcium fluorescence, EC20 TRH enhancement | enhancement, % at 2 µM | 0.66% of 360,000 active | AID 493056, 2011; in the data active = enhancement above about 30%; note: 0% is about no effect
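TRHR-expressing cells loaded with fluo-8 calcium dye were read kinetically (ex 480/em 530) during compound addition, then stimulated with an EC20 of TRH (10 nM final). Enhancement of the Gq-mediated intracellular calcium response was scored.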
D1 agonist: Allosteric Agonists of the Human D1 Dopamine Receptor: qHTS; HEK293 T-REx D1 cells, calcium flux, agonist mode; activation, % at 2 µM; 1% of 360,000 active; note: 0% is about no effect
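Agonism was scored from calcium flux recorded over 180 s (1 read/s) after pintool compound addition, following a 10-cycle baseline. Cells were inducible force-coupled HEK293 TREx D1, plated overnight at 30 C and loaded with no-wash calcium dye.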
D1 antag: Antagonist of Human D 1 Dopamine Receptor: qHTS; D(1A) dopamine receptor (Homo sapiens), P21728; HEK293 TREx D1 cells, calcium flux, dopamine EC80; active compounds read low; activity change, negative = inhibition, % at 10 µM; 3.2% of 360,000 active; AID 504652, 2011; in the data active = activity change below about -30%; note: % is set by controls: 0 for no effect and ±100 for the full control effect
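After overnight tetracycline induction at 30 C, force-coupled D1 HEK293 cells took up a no-wash calcium dye at room temperature. Compounds were added and monitored 180 s, and the response to EC80 dopamine was then recorded.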
D2 agonist: HTS Assay for Allosteric Agonists of the Human D2 Dopamine Receptor: Primary Screen for Agonists; AID 485358, 2010; 0.53% of 340,000 active; D(2) dopamine receptor (Homo sapiens), P14416; activation, % at 2 µM; HEK293 T-REx D2 cells, calcium flux agonist mode;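 active = activation over 3 SD above normal in the single-dose calcium agonist read, cut at about 30% in these data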; note: 0% is about no effect
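Tetracycline-induced HEK293 T-REx cells with force-coupled D2 receptor, plated overnight at 30 C, loaded with no-wash calcium dye. After a 10 s baseline, compound was pin-added and calcium flux read kinetically for 180 s; calcium rises flagged agonists.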
D1 potentiator: Potentiators of Human D1 Dopamine Receptor: qHTS. AID 504651, 2011. 0.036% of 360,000 active. HEK293 TREx D1 cells, calcium flux, dopamine EC20 potentiation. potentiation, % at 10 µM; in the data active = potentiation above about 30%; note: 0% is about no effect
TRHR ag: qHTS for Small Molecule Agonists and Allosteric Enhancers of Human TRH Receptor: Primary Screen for Agonists | TRHR cells, calcium flux fluo-8, FDSS agonist mode | AID 493084, 2011 | 0.18% of 360,000 active | activation, % at 2 µM | Thyrotropin-releasing hormone receptor (Homo sapiens), P34981; note: 0% is about no effect
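Fluo-8-loaded TRHR cells; 10 s baseline, compound added, kinetic Ca2+ fluorescence read 1/s, agonist mode.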
RXFP1 antag: qHTS Assay for Antagonists of the Relaxin Receptor RXFP1. Relaxin receptor 1 (Homo sapiens), Q9HBX9. HEK293-RXFP1, relaxin-stimulated cAMP HTRF, 30 min; active compounds read low. activity change, negative = inhibition, % at 57.5 µM. 0.59% of 350,000 active;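 active = activity change of -60% or lower, but not beyond a set lower limit; inconclusive = change between -60% and -40%, or beyond the set limit; inactive = change above -40%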; note: % is set by controls: 0 for no effect and ±100 for the full control effect
Target sequence (Q9HBX9 whole entry, looked up): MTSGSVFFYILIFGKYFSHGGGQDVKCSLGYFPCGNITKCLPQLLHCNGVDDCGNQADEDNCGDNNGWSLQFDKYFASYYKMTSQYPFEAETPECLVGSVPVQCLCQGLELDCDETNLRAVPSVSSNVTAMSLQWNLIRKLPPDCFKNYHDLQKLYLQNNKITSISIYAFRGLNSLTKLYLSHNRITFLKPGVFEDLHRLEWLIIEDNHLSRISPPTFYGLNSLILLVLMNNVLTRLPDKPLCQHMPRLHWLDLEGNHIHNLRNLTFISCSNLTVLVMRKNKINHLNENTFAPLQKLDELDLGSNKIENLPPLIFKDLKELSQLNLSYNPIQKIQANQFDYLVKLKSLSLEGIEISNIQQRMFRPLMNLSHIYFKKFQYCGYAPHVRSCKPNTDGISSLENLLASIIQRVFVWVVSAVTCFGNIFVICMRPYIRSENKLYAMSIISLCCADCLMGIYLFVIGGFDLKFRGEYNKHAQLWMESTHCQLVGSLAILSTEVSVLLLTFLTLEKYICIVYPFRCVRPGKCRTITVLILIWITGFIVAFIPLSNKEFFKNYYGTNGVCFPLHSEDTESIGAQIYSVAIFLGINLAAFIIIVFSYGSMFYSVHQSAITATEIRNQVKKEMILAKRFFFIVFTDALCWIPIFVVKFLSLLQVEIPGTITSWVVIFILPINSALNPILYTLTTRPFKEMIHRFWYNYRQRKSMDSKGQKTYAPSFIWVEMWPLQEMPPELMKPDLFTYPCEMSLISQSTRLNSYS
D2 antagonist: HTS Assay for Allosteric Antagonists of the Human D2 Dopamine Receptor: Primary Screen for Antagonists; D(2) dopamine receptor (Homo sapiens), P14416; HEK293 TREx D2 cells, calcium flux, dopamine EC80; inhibition, % at 10 µM; 2% of 340,000 active; AID 485344, 2010; in the data active = inhibition above about 30%; note: 0% is about no effect
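Compounds are added to dye-loaded, induced HEK293 T-REx cells coupled to calcium release via D2; after a 3 min kinetic read an EC80 dopamine stimulus is given and fluorescence is recorded for 3 more min.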
* hit, by the source's call; u = inconclusive; x = not tested or not shown. Cut-off read from the data, not from the text of the source, unless noted: active = activation above about 30%; inactive = the rest. Not a hit list; overall some 7.1% were active at least once.

SMILES	D2 potentiator	TRHR enhancer	D1 agonist	D1 antag	D2 agonist	D1 potentiator	TRHR ag	RXFP1 antag	D2 antagonist
COC(=O)c1ccc(NC(=O)CNC(=O)C2CCCCC2)cc1	1	-3	1	-5	1.1	-2	-0.2	-9	7
CNC(C)C#Cc1c(-c2cc(OC)c(OC)c(OC)c2)noc1C (stereo not drawn)	-6	-2	0	-2	-0.5	-7	-0.2	x	0
FC(F)(F)c1ccc(CN2CCCCCC2)cc1	-10	3	3	9	1.2	-11	-0.5	-1	8
C=CCN=C(NC#N)SC	8	-2	3	-16	x	-6	0.7	-1	x
CCOc1ccccc1NC(=O)CCc1c(C)nc2c3cccnc3nn2c1C	9	-2	-1	-13	0.1	4	-0.3	-29	x
CCOc1ncccc1C(=O)Nc1ccc(-c2cn3ccsc3n2)cc1	x	-8	4	-12	x	-6	-0.5	6	x
Cc1sc2ncn(CC(=O)N(C)C3CCCCC3)c(=O)c2c1C	1	8	0	12	0.5	0	0.1	-15	-10
Cc1cc(C)cc(NC(=O)C2CCCN2/C=C/C(=O)C(F)(F)F)c1 (stereo not drawn)	5	-3	0	-4	-0.9	-6	0.2	-13	2
CCOc1ccc(C(=O)Nc2cc(-c3cn4cccnc4n3)ccc2C)cc1OCC	10	3	0	-10	0.7	0	-0.6	5	x
CN(CCNC(=O)c1cn(C)c2ccc(S(=O)(=O)N3CCCC3)cc2c1=O)CCc1ccccc1	-30	0	0	1	12	3	0.0	-18	-1
CC1CN(CCC(=O)Nc2ccc3c(c2)OCO3)CC(C)O1 (stereo not drawn)	8	-5	2	2	0.6	-2	0.5	-17	26
O=C1C=C(c2ccc(Cl)cc2)C(=O)N1Nc1ccccc1	x	-7	6	-48*	x	-9	3.6	-62*	x
O=C(Nc1ccc(F)cc1F)c1ccc2c(c1)OCCO2	-8	2	0	-4	-0.1	-8	0.3	-15	-14
O=C(NCC1CCCO1)/C(=C\c1ccco1)NC(=O)c1ccc(Cl)cc1 (stereo not drawn)	-1	-3	0	-4	0.1	-4	0.6	-7	7
COc1ccc(-n2cnnc2SCC(=O)Nc2ccc(C(N)=O)cc2)cc1	-12	-1	0	4	0.6	10	0.9	-2	-2
CCOC(=O)n1c(=O)n(Cc2ccc(Cl)cc2Cl)c2ccccc21	8	-14	3	14	-0.2	-2	-1.6	-12	9
CCc1ccc(NC(=O)Cc2cn(C)c3ccccc23)cc1	-8	4	0	-24	-2.1	-4	-0.3	-12	-18
CC1(C)Cc2c(sc3nc4n(-c5ccccc5)c(=O)c(CCC(=O)O)nn4c(=O)c23)CO1	12	8	2	-1	1.0	8	0.3	-13	0
Cc1nc(-c2ccc(Cl)cc2)sc1CCNC(=O)C(=O)Nc1ccc(F)cc1F	6	0	1	-21	0.1	-2	0.0	3	x
O=C(NCc1ccc2c(c1)OCO2)c1ccc2c(c1)N(Cc1ccccc1F)C(=O)c1ccccc1S2	-1	-6	15	-12	0.0	2	0.8	-10	x
O=C(O)CCCCCn1c(O)c(C=C2N=c3ccccc3=N2)sc1=S	-26	-6	1	0	-0.5	-3	1.2	2	5
CC(=O)Nc1nc(C(F)(F)F)cs1	5	4	6	10	-6.6	0	-0.3	-11	4
CC(=O)Nc1ccc(C(=O)N(C)C(C(=O)Nc2ccccc2)c2ccccn2)cc1 (stereo not drawn)	24	-1	-1	7	0.7	1	0.8	9	2
CSc1nnc(CCCCCNC(=O)OC(C)(C)C)o1	11	6	1	-20	-0.2	1	0.5	13	9
Fc1ccccc1Nc1nc(N2CCOCC2)nc(N2CCOCC2)n1	5	4	2	3	-0.2	-2	-0.5	-3	-4
Cc1ccc(-c2cn3cccnc3n2)cc1NC(=O)c1ccc(Br)o1	23	-3	-2	20	0.9	-1	0.1	6	7
Cc1sc2nc(SCC(N)=O)n(C)c(=O)c2c1C	-11	-1	-1	0	0.6	7	-0.5	8	21
CCCCN(C(=O)C1CCCO1)c1c(N)n(CC(C)C)c(=O)[nH]c1=O (stereo not drawn)	-6	6	4	-26	-0.4	-4	0.3	2	-17
COc1ccc(CCNC(=O)c2ccc3c(c2)OCO3)cc1	-6	-1	3	-15	-1.1	-13	0.2	-9	21
CC1CCN(C(=O)c2ccc(SCc3ccccc3F)c([N+](=O)[O-])c2)CC1	-8	3	2	6	0.1	7	0.2	-11	12
O=C1COc2ccc(S(=O)(=O)N3CCCC3)cc2N1	x	-1	2	-2	-3.0	0	-0.8	-13	-4
CCC(C)[C@H](N)c1nnc(SCc2ccc(Cl)c(Cl)c2)o1 (stereo partly drawn)	21	7	54*	1	-0.5	-3	-1.5	x	x
CCOc1ccc(Cc2nnc(SCC(=O)Nc3c(C)cccc3C)[nH]c2=O)cc1	5	0	0	3	-0.1	-4	0.0	8	0
CCN(CC(=O)Nc1ccccc1C(F)(F)F)C(=O)CN1C(=O)NC2(CCCC2)C1=O	2	-3	4	-13	0.7	3	0.3	-60*	-15
Cc1ccc2nc(NC(=O)/C=C/c3ccc4c(c3)OCO4)sc2c1	-23	-3	7	-1	0.3	4	-0.6	15	-5
CCCC(=O)N1N=C(c2ccccc2)CC1c1cn(C)c2ccccc12 (stereo not drawn)	-9	-1	3	-15	-1.2	-4	-0.2	x	20
COc1ccc(/C=N/NC(=O)CCn2nnc3ccccc32)cc1	-7	-5	2	1	0.8	-5	-1.0	-6	-19
CC1CCCCC1NC(=O)C1CCC(CNc2c(N3CCCCC3)c(=O)c2=O)CC1 (stereo not drawn)	0	1	1	9	-0.1	3	0.2	-3	-1
Cc1cccc2sc(NNC(=O)c3ccc(S(=O)(=O)N4CC(C)CC(C)C4)cc3)nc12 (stereo not drawn)	-3	1	-1	19	1.1	-2	0.2	7	3
C/C(=N/NC(=O)c1ccccn1)c1ccco1	-9	-4	1	-20	-1.1	-4	-0.2	32	21
Cc1ccc2c(c1)CCCN2C(=O)c1c(C)noc1C	0	0	2	-22	0.1	-6	0.1	1	2
CCn1c(=O)cc(SCC(=O)Nc2ccc3c(c2)OCO3)c2ccccc21	x	-1	-4	15	x	0	-1.4	1	x
Cc1ccc(CCNC(=O)c2ccc(NC3=NC4CS(=O)(=O)CC4S3)cc2)cc1 (stereo not drawn)	1	26	3	-1	-2.8	5	0.8	2	-6
CC1Cc2ccccc2N1C(=O)COC(=O)CNC(=O)c1ccc(Br)o1 (stereo not drawn)	18	-5	7	-3	-0.1	-3	-0.7	7	-4
COC(=O)C1CCN(C(=O)c2cc(-c3ccc(Cl)s3)nc3ccccc23)CC1	14	-14	5	-4	0.2	-7	0.3	-28	-11
COc1cccc(-c2cc(C(=O)NC3CC3)c3ccccc3n2)c1	2	0	6	-5	0.3	4	1.4	-4	5
O=C(NCCCn1ccnc1)C(=O)NCC(c1ccco1)N1CCN(c2ccc(F)cc2)CC1 (stereo not drawn)	1	12	3	8	4.5	0	0.7	26	7
O=C(c1ccco1)N1CCN(Cc2nnc(-c3cccc(Br)c3)o2)CC1	-16	-11	6	-5	4.2	3	-0.3	-1	16
CCC(C)(C)NC(=O)CN(Cc1ccc(OC)cc1)C(=O)CCC(=O)Nc1nccs1	-14	-6	0	22	1.2	-7	0.0	-6	-12
O=C(Cc1nc2ccccc2[nH]1)NCc1ccco1	-10	-1	1	15	0.1	-5	0.1	-8	17

Next part (6 carried over from the part before).
SMILES	D2 potentiator	TRHR enhancer	D1 agonist	D1 antag	D2 agonist	D1 potentiator	TRHR ag	RXFP1 antag	D2 antagonist
COC(=O)C1CCN(C(=O)c2cc(-c3ccc(Cl)s3)nc3ccccc23)CC1	14	-14	5	-4	0.2	-7	0.3	-28	-11
COc1cccc(-c2cc(C(=O)NC3CC3)c3ccccc3n2)c1	2	0	6	-5	0.3	4	1.4	-4	5
O=C(NCCCn1ccnc1)C(=O)NCC(c1ccco1)N1CCN(c2ccc(F)cc2)CC1 (stereo not drawn)	1	12	3	8	4.5	0	0.7	26	7
O=C(c1ccco1)N1CCN(Cc2nnc(-c3cccc(Br)c3)o2)CC1	-16	-11	6	-5	4.2	3	-0.3	-1	16
CCC(C)(C)NC(=O)CN(Cc1ccc(OC)cc1)C(=O)CCC(=O)Nc1nccs1	-14	-6	0	22	1.2	-7	0.0	-6	-12
O=C(Cc1nc2ccccc2[nH]1)NCc1ccco1	-10	-1	1	15	0.1	-5	0.1	-8	17
O=C(c1sc2ccccc2c1Cl)N(Cc1ccccc1)C1CCS(=O)(=O)C1 (stereo not drawn)	12	14	9	-6	1.7	4	1.0	-2	-8
CC(C)C(c1nnnn1C(C)(C)C)N1CCN(Cc2cccnc2)CC1 (stereo not drawn)	-8	-4	1	3	10	1	-0.5	2	-17
COC(=O)c1ccc(CSc2nnc(Nc3ccc(C)cc3)s2)o1	9	-3	1	7	6.4	-8	-0.6	-15	-13
COc1ccc(Cl)cc1NC(=O)CN(C)C(=O)Cn1[nH]c(=O)c2ccccc2c1=O	-11	1	0	8	0.4	-5	1.6	0	18
CCC(=O)Nc1ccc(C(=O)N/N=C/c2cccnc2)cc1	13	-4	1	3	0.4	0	-0.3	6	2
COC(=O)C1=C(N)Oc2c(oc(CO)cc2=O)C1c1c(F)cccc1Cl (stereo not drawn)	8	3	-4	-14	-1.7	4	-0.4	-5	9
Cc1ccc(NC(=O)CCC(=O)OCC(F)(F)C(F)F)cc1	-4	-13	1	-2	-0.7	0	1.0	-1	8
Cc1ccc(CSc2nnc(-c3ccco3)o2)cc1	6	16	2	-2	-0.3	-3	-0.1	-8	12
CCCOc1ccc(OCCOCCNCc2ccccc2)cc1	-16	-3	19	-17	0.2	0	0.9	-18	-4
Cc1cc(NC(=O)c2cc(S(=O)(=O)N3CCCCC3)ccc2C)n(-c2ccccn2)n1	4	-7	2	-8	0.5	-3	1.1	1	22
Cc1noc(N)c1C1(O)C(=O)N(C(C)C)c2ccccc21 (stereo not drawn)	-5	-8	1	-9	0.5	-2	-0.1	-5	8
Fc1ccc(-c2ccnc3nc(-n4cccc4)nn23)cc1	17	16	2	13	-1.7	10	-0.1	-27	-3
CCOc1ccc(C(C(=O)NCC2CCCO2)N(CCc2cccc(C)c2)C(=O)c2snc(C(N)=O)c2N)cc1 (stereo not drawn)	5	7	0	25	0.4	5	-0.2	u	-1
Cc1ccc(CC(=O)Nc2ccc(S(=O)(=O)N3CCOCC3)cc2)cc1C	-2	5	6	36	1.3	0	0.2	7	19
